CHT PAM: CHT positive allosteric modulators, primary screen, cell-based, membrane potential dye, choline EC20; High affinity choline transporter 1 (Homo sapiens), Q9GZV3; CHT-expressing cells; hits give high values; LV-AA mutant CHT in HEK293 cells; B-score at 10 µM; 310,000 compounds, 0.49% hits; AID 488977, 2010;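 active = initial fluorescence not abnormally high and integrated response B-score, plate-corrected, over 3 SD above library mean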
Target sequence (Q9GZV3 whole entry, looked up): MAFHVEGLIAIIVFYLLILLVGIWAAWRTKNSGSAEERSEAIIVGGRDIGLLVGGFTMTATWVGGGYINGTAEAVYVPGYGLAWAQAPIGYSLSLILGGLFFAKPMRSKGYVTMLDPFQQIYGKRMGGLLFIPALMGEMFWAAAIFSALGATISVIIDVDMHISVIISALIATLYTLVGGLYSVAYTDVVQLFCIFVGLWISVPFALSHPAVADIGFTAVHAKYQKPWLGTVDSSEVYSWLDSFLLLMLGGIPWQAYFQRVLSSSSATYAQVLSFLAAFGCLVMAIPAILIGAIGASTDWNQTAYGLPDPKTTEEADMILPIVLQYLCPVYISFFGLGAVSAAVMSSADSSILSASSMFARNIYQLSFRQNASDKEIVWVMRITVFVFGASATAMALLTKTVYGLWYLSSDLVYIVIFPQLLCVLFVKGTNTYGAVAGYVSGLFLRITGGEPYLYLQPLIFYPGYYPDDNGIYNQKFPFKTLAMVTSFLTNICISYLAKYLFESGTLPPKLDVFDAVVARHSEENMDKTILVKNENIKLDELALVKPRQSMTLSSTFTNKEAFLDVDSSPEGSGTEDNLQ
OX1R antag: OX1R (HCRTR1) antagonists, primary screen, fluorescence, CHO/OX1R cells, Fluo-8 calcium, orexin A; inhibition, % at 5 µM; 330,000 compounds, 0.43% hits; Fluo-8 calcium fluorescence;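 active = inhibition above its plate's threshold, mean inhibition of all tested compounds on the plate plus 3 SD, cut at about 37% in these data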;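 also: 0% = orexin A challenge wells and 100% = SB-334867-A antagonist wells; not every result past the cut was called active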
Target sequence (O43613 whole entry, looked up): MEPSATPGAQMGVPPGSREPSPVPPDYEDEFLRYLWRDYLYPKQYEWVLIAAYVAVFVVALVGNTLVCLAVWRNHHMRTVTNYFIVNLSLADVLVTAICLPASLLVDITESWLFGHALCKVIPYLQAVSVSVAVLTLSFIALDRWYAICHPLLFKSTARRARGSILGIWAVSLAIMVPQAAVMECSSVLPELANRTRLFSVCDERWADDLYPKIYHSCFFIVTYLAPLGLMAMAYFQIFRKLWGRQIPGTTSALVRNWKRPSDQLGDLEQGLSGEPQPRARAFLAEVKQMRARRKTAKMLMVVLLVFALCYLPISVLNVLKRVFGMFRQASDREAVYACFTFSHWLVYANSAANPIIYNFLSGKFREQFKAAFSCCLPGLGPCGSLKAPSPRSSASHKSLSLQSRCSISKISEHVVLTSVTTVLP
An asterisk follows results filed as active; i = inactive; · = not tested or not shown; & = joins results of further samples; ! = not active in a repeat.

SMILES	CHT PAM	OX1R antag
CCOc1ccc(C(=O)COC(=O)c2cc([N+](=O)[O-])ccc2N2CCOCC2)cc1	i	-15
N/C(=N\OC(=O)c1ccccc1Br)c1ccc([N+](=O)[O-])cc1	i	-1
COc1ccc(-c2ccncc2)cc1OC	i	1
CNC(=S)NNC(=O)Cn1ccc(C)n1	i	-2
CCCC(=O)NC1=C(C#N)C2(CCCCC2)Cc2ccccc21	i	1
CN(C)S(=O)(=O)c1cccc(C(=O)Nc2n[nH]c(C(F)(F)F)n2)c1	i	-13
CC1=CC(C)C(C[N+]2(C)CCCCC2)C(C)C1 (stereo unspecified)	i	-9
COc1ccc(/C=N/NC(=O)c2cc3cc(OC)c(OC)cc3[nH]2)cc1	i	-23
N#Cc1ccccc1Cn1c(=O)n(Cc2ccc(C(=O)NCc3ccco3)cc2)c(=O)c2ccccc21	i	-14
CC(C)=NN/C(N)=N/C(=S)Nc1ccc(C)cc1	i	-11
COc1ccc(C(=O)Oc2ccc3ccc(=O)oc3c2)cc1	i	1
COc1ccc(-c2nc3cc(NC(=O)c4ccc5c(c4)OCO5)ccc3o2)cc1	i	-4
O=C(O)CCC(=O)N1CCc2cc(S(=O)(=O)N3CC=C(c4ccccc4)CC3)ccc21	i	-7
Cc1ccccc1NS(=O)(=O)c1ccc(C(=O)OCC(=O)NCC(C)C)cc1	i	2
COc1ccc(Cc2nnc(Nc3c(C)cccc3C)o2)cc1OC	i	-21

Full records from above:
`N#Cc1ccccc1Cn1c(=O)n(Cc2ccc(C(=O)NCc3ccco3)cc2)c(=O)c2ccccc21` is entered as CHT PAM = i; OX1R antag = -14
`COc1ccc(Cc2nnc(Nc3c(C)cccc3C)o2)cc1OC` is entered as CHT PAM = i; OX1R antag = -21

(cont.)
SMILES	CHT PAM	OX1R antag
CC(=O)c1ccc(N2CCN(C(=O)CCC(=O)Nc3ccc4nc(N5CCN(C)CC5)cc(C)c4c3)CC2)cc1	i	-8
Cc1cccc(NC(=O)c2ccc3c(c2)CCN3S(C)(=O)=O)c1C	i	2
COCCn1c(=O)[nH]c2cc(C(=O)NCCc3ccc(OC)c(OC)c3)ccc2c1=O	i	-2
NS(=O)(=O)c1ccc(NC(=O)COC(=O)c2ccc3c(c2)OCCO3)cc1	i	-1
CCCC(C)NC(=O)Cc1ccc(S(=O)(=O)N2CCOCC2)s1 (stereo unspecified)	·	-7
Cc1ccc(OCC(=O)NNC(=O)C2CCC2)cc1C	·	-1
O=C(NN=C(Cc1ccccc1)Cc1ccccc1)C1CC1	i	-17
CCCCNS(=O)(=O)c1ccc2nc(-c3cccnc3)cc(C(=O)NC3CCCC3)c2c1	i	-16
Cc1ccccc1C(=O)N(CC(=O)Nc1sc(C)c(C)c1C(N)=O)C1CCCC1	i	9
COc1ccc2c(c1OC)C(=O)N(c1nc(SC)n[nH]1)C2=O	i	-6
Cc1nnc(NC(=O)CSc2ncc(-c3ccccc3)[nH]2)s1	i	-19
CCCCNC(=O)CCCCC(=O)N/N=C/c1ccccc1Cl	i	-26
O=C1/C(=C/Nc2cccc([N+](=O)[O-])c2)CCc2ccccc21	i	-42
CC(C)C(=O)c1cn(CC(=O)NCC2CCCO2)c2ccccc12 (stereo unspecified)	i	1
COc1cc2c(cc1OC)CN(CC(O)c1ccccc1)CC2 (stereo unspecified)	i	-22

5 structures from above, ordered by number of heavy atoms, falling:
SMILES	CHT PAM	OX1R antag
CC(=O)c1ccc(N2CCN(C(=O)CCC(=O)Nc3ccc4nc(N5CCN(C)CC5)cc(C)c4c3)CC2)cc1	i	-8
Cc1ccccc1C(=O)N(CC(=O)Nc1sc(C)c(C)c1C(N)=O)C1CCCC1	i	9
Cc1cccc(NC(=O)c2ccc3c(c2)CCN3S(C)(=O)=O)c1C	i	2
CCCC(C)NC(=O)Cc1ccc(S(=O)(=O)N2CCOCC2)s1 (stereo unspecified)	·	-7
COc1ccc2c(c1OC)C(=O)N(c1nc(SC)n[nH]1)C2=O	i	-6

The listing continues:
SMILES	CHT PAM	OX1R antag
COc1ccccc1-c1nnc(SCC(=O)NC2CC2)n1C	·	-3
CCOC(=O)C1CCN(C(=O)c2cc(S(=O)(=O)N3CCCCCC3)ccc2OC)CC1	i	-15
Cc1c(NC(=O)CN2CCCC(C)C2)ccc2nsnc12 (stereo unspecified)	i	-11
CCOC(=O)N1CCN(C(=O)CSc2ccc(C(F)(F)F)cc2[N+](=O)[O-])CC1	i	-1
Cc1c(C(=O)N2c3ccccc3Sc3ccccc32)cccc1[N+](=O)[O-]	i	-26
O=C(O)/C=C/C(=O)N(Cc1ccc2c(c1)OCO2)C1CC(=O)N(CCc2ccccc2)C1=O (stereo unspecified)	i	-23
O=C(NNc1c(Cl)cncc1Cl)c1sccc1Cl	i	-4
Cn1c(NCCCO)nc2c1c(=O)n(Cc1ccccc1F)c(=O)n2C	i	0
CCc1nn(CCCC(=O)N2CCN(c3cccc(C)c3C)CC2)c(=O)c2cc3occc3n12	i	-36
O=C1CCCC2=C1C(c1ccccc1)CC(=O)N2c1ccccc1 (stereo unspecified)	i	-20
COC(=O)c1ccccc1NC(=O)Nc1ccc2c(c1)OCO2	i	2
CCC(c1nnnn1C(C)(C)C)N1CCN(c2cc(Cl)ccc2C)CC1 (stereo unspecified)	i	-32
CC(C)N1C(=S)SC2CS(=O)(=O)C=C21 (stereo unspecified)	i	-9
COc1ccc(S(=O)(=O)NC(C)C(=O)Nc2ccc3c(c2)OCO3)cc1OC (stereo unspecified)	i	-19
CCOC(=O)c1ccc(NC(=O)N2CCN(c3ccccc3OC)CC2)cc1	i	-17
O=C(O)CCCCCCCCCCCNC(=O)NC12CC3CC(CC(C3)C1)C2	·	-11
O=C(CSc1nnc(Cc2ccccc2)n1C1CCCCC1)N1CCOCC1	i	-23
C=CCSc1n[nH]c2nc3c(c(=O)n12)C1(CCCC1)Cc1ccccc1-3	i	2
C=CCn1c(SCc2nc3ccccc3nc2C)nnc1-c1ccoc1C	i	-30
O=c1c2ccccc2nnn1CSc1ccc2ccccc2n1	i	-24
CCN(CC(=O)Nc1ccc(NC(C)=O)cc1)C(=O)C1CCC1	i	-10
Clc1cccc(-c2nn3c(Cn4cnc5ccccc54)nnc3s2)c1	i	-10
CNC(=O)Nc1cccc(NC(=O)NC)n1	i	-2
COCCn1c(SCC(=O)NCCc2ccccc2)nc2c([nH]c3ccccc32)c1=O	i	-22
O=C1N(c2cccc(Cl)c2)C(c2ccccc2)N2CCCN12 (stereo unspecified)	i	-19
CCN(CC)S(=O)(=O)c1cccc(C(=O)N/N=C(\C)c2ccc(O)cc2O)c1	i	-21
CCn1nnnc1SCC(=O)c1ccc(NC(C)=O)cc1	i	-4
O=C(CNC(=O)c1cnccc1C(F)(F)F)c1cccc(Cl)c1	i	-13
CC(O)CNCCNCc1cccs1 (stereo unspecified)	i	-12
CCOc1cc(C(=O)NC(=S)Nc2cccnc2)cc(OCC)c1OCC	i	-21
CSc1n[nH]c(=O)n1-c1cccc(Cl)c1	i	-7
Cc1cccc(OCC(=O)Nc2cc(C)on2)c1	i	-20
Cc1ccsc1-c1nc(CSCC(=O)N2CCN(c3ccccc3)CC2)c(C)o1	i	-16
Cn1c(C(=O)Nc2ccccc2)cc2sccc21	i	-34
O=C(CNC(=O)c1ccccc1F)Nc1ccc2c(c1)OCO2	·	-11
C=C(C)c1cccc(C(C)(C)NC(=O)NCc2cccnc2)c1	i	-12
c1ccc(Nc2nc(-c3ccccc3)ns2)cc1	i	-13
CCC1=Nc2ccccc2-c2nnc(SC)nc2O1	i	-17
CC(C)N(C)C1CCN(C(=O)Nc2ccc(Cl)c(Cl)c2)CC1	i	-16
CCOC(=O)c1ccccc1NC(=O)CSc1nc2ccccc2o1	i	-15
CC1CCN(C(=O)Cn2ncc3c([nH]c4ccccc43)c2=O)CC1	i	-27
C=CCc1cc(Cl)ccc1OC(=O)Nc1cccc(Cl)c1	i	8
COc1cc(C=O)c(Br)cc1OCC(=O)NCCc1ccccc1	i	-32
COc1ccc(CNCCNC(=O)c2cccs2)cc1OC	i	-20
O=C(NCc1cccnc1)c1cccc(NC(=O)c2ccco2)c1	i	-6
O=C(COc1ccc(Cl)cc1Br)Nc1ccncc1	i	-6
O=c1c2[nH]c3ccc(F)cc3c2nc2n1CCS2	i	-6
COC1C(C)=C(C)C(=O)N1Cc1ccccc1 (stereo unspecified)	i	-2
CCc1ccccc1OCCCN1CCCC1	i	-15
COc1ccc(NS(=O)(=O)c2ccc(C)c(NC(=O)CN3C(=O)NC4(CCCC4)C3=O)c2)cc1	·	1
COc1ccc(S(=O)(=O)N2CCCCC2)cc1NC(=O)c1[nH]c(C)c(C(C)=O)c1C	·	-11
COc1ccc(C(=O)COC(=O)C2CC3CCCC(C2)C3=O)cc1Br (stereo unspecified)	i	-6
CCOc1ccc(NC(=O)/C(=C\c2ccc(OC(C)=O)c(OC)c2)NC(C)=O)cc1	i	-11
O=C(CSc1ccccc1)Nc1ccc(N2CCOCC2)cc1	i	5
COc1cccc(-c2noc(Cn3nc(C(=O)O)c4ccccc4c3=O)n2)c1	i	-24
NS(=O)(=O)c1ccc(CNC(=O)CSc2ccccc2)cc1	i	-22
CCOC(=O)c1sc(C)c2c(=O)n(CC(=O)c3ccc(Br)cc3)nnc12	i	-18
O=C(CSCC(=O)N1CCCc2ccccc21)Nc1nc(-c2ccccc2)cs1	i	-24
CCN(CC)CCSc1nc(O)c(-c2ccccc2)c(=O)n1-c1ccccc1	i	-7
CC(C)(C)c1cc(C(=O)NNc2cc(C(F)(F)F)ccc2Cl)n(Cc2ccccc2)n1	i	4
The results go on:
SMILES	CHT PAM	OX1R antag
O=C(O)CCC(=O)Nc1ccc(Br)cn1	i	-2
Cc1nc(C)c(-c2ccnc(/N=C/NO)n2)s1	i	-11
COc1ccccc1NC(=O)/C=C1\NC(=O)CS1	i	-4
COc1cccc(CNCc2ccccc2OC)c1	i	-10
Cc1cc(C)c(NC(=O)CNC(=O)[C@@H]2CCCN2C(=O)c2cccs2)c(C)c1	·	-8
CCCN(CC1CC1)C(=S)NC(=O)c1ccc(S(=O)(=O)N2CCOCC2)cc1	i	-10
Cc1ccccc1CN1CCc2c(OCC(=O)N3CCCCC3)cccc2C1=O	i	-26
N#Cc1nc(-c2ccccc2Cl)oc1NCC1CCCO1 (stereo unspecified)	i	-20
COCCn1c(=S)[nH]c2ccccc21	i	-10
Cc1cc(C(=O)Cn2cnc3ccccc3c2=O)c(C)n1C1CC1	i	-30
S=C(NC1CCCCC1)N1CCOCCOCCN(C(=S)NC2CCCCC2)CCOCCOCC1	i	-30
O=C(Cn1c(NCCO)nc2ccccc21)c1ccco1	i	2
CC1CCN(C(=O)c2cc(N3C(=O)C4C5CCC(C5)C4C3=O)ccc2Cl)CC1 (stereo unspecified)	i	-12
CCOc1ccc(NC(=O)COC(=O)Cn2nc(C)c([N+](=O)[O-])c2C)cc1OCC	·	-13
CCOC(=O)c1sc(=S)n(-c2cc(F)ccc2F)c1N	i	-5

Six compounds from above, ordered by the value under OX1R antag, ascending:
SMILES,OX1R antag
N#Cc1nc(-c2ccccc2Cl)oc1NCC1CCCO1 (stereo unspecified),-20
Cc1nc(C)c(-c2ccnc(/N=C/NO)n2)s1,-11
COc1cccc(CNCc2ccccc2OC)c1,-10
Cc1cc(C)c(NC(=O)CNC(=O)[C@@H]2CCCN2C(=O)c2cccs2)c(C)c1,-8
O=C(O)CCC(=O)Nc1ccc(Br)cn1,-2
O=C(Cn1c(NCCO)nc2ccccc21)c1ccco1,2

Later entries
SMILES	CHT PAM	OX1R antag
CCCCN(C)C(=O)c1nc2ccccn2c1CN1CCC[C@H]1CO	i	-7
Cc1ccc(-c2cc(C(=O)N3CCN(C(=O)c4ccco4)CC3)[nH]n2)c(C)c1	i	-15
Clc1ccc(SCc2cc(Cl)nc(-c3ccccc3)n2)cc1	i	-4
Cc1cccc(NC(=O)CNC(=O)COc2cc(F)ccc2[N+](=O)[O-])c1C	i	-19
O=c1oc(-c2ccccc2)nc2c1C1(CCCCC1)Cc1ccccc1-2	i	2
CCCCCCn1c(O)c(/C=C2\C=NN=C2c2ccccc2)sc1=S	i	-14
COc1cccc(C=N[C@@H](CO)[C@@H](O)c2ccc([N+](=O)[O-])cc2)c1O	i	-9
Cc1ccc(/C=N/NC(=O)CSc2nnc(-c3ccc(Cl)cc3)n2-c2ccc(Cl)cc2)o1	i	-5
CC1=C(n2ccnc2)CCC1=O	i	-7
COc1ccccc1/C=C/C=N/NC(=O)CCC1C(=O)NN=C1C (stereo unspecified)	i	13
COc1cc(/C=C2/S/C(=N/S(=O)(=O)Cc3ccccc3)NC2=O)c([N+](=O)[O-])cc1OC	i	-14
CCCN1C(=O)SC(CC(=O)Nc2ccc(Br)cc2)C1=O (stereo unspecified)	i	38
Cn1c(C(=O)O)c(CC(=O)Nc2ccc3c(c2)OCCO3)c2ccccc21	i	-10
COc1ccc(/C=C2\SC(N3CCc4ccccc4C3)=NC2=O)cc1	i	-19
COCCNC(=S)N(CCc1c(C)[nH]c2ccc(C)cc12)Cc1cc(OC)c(OC)c(OC)c1	i	-18
CCOC(=O)COc1ccc(Oc2nc(C)cc(OC)n2)nn1	i	-11
COc1ccc(-c2c(-c3ccc(OCC(=O)NN)cc3O)n[nH]c2C)cc1	i	-32
O=C(O)c1cccc(N2C(=O)c3cccc(Oc4ccc(Cl)cc4)c3C2=O)c1	i	-3
Clc1cccc(Cl)c1NC1=NCCC1	i	-15
CCN(CC)Cc1cc(Nc2ccnc3cc(Cl)ccc23)ccc1O	7.5*!	-21&-13
CCOC(=O)C1=C(C)N(c2ccccc2)C(=O)/C1=C\c1ccc(O)c(OC)c1	i	-20
CC1=C/C(=N\OC(=O)/C=C/c2ccccc2)C(C)=CC1=O	i	-12
CCc1noc(C)c1C(=O)Nc1nc(-c2ccccc2)cs1	i	-15
CC1(c2nnc(-c3ccccc3)o2)CC(c2c(Cl)cccc2Cl)=NO1 (stereo unspecified)	i	-15
COc1ccccc1-c1nnc2sc(-c3cnccn3)nn12	i	-8
CCN(CC(=O)Nc1c(F)cccc1F)C(=O)C1CCN(c2ncnc3sc(C)c(C)c23)CC1	i	-27

Screens: PubChem BioAssay, several laboratories
